697 NFkB inh – inhibitors of the PMA/ionomycin-induced NF-kB reporter in 697 B cells; 697 B-cell NF-kB luciferase reporter, 16 h; 330,000 compounds, 0.33% hits; AID 435022; inhibition, % at 4 µM; in the data active means inhibition above about 35%
CHOP UPR activ – activators of apoptotic arm of unfolded protein response (CHOP); CHO-CHOP luciferase reporter, UPR activation, luminescence; percent of tunicamycin response over DMSO baseline; activation, % at 10 µM; 330,000 compounds, 0.34% hits;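 active means at 10 µM dose, activation of 40% or more, normalized to positive control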;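 further: 100% = tunicamycin at 10 µg/mL and 0% = DMSO alone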
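Assay system: CHO-CHOP cells, stable luciferase reporter of PERK-eIF2a-CHOP signalling / Buffer or medium: F12 plus 10% serum / Compound dosing: one dose, 10 µM in 0.5% DMSO / Times: 6 h compound treatment, 37 °C / Technique: luciferase luminescence / Read-out: % reporter activation, DMSO baseline versus tunicamycin full activation / Benchmarks: tunicamycin and DMSO controls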
Mdm2 MdmX PPI – disrupts the human Mdm2-MdmX interaction; SaOS-2 split-luciferase Mdm2/MdmX complementation, luminescence; 330,000 compounds, 3% hits; inhibition, % at 8 µM; AID 485346;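 active means inhibition of at least 50% at 8 µM in the primary screen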
Target sequence (O15151 whole entry, looked up): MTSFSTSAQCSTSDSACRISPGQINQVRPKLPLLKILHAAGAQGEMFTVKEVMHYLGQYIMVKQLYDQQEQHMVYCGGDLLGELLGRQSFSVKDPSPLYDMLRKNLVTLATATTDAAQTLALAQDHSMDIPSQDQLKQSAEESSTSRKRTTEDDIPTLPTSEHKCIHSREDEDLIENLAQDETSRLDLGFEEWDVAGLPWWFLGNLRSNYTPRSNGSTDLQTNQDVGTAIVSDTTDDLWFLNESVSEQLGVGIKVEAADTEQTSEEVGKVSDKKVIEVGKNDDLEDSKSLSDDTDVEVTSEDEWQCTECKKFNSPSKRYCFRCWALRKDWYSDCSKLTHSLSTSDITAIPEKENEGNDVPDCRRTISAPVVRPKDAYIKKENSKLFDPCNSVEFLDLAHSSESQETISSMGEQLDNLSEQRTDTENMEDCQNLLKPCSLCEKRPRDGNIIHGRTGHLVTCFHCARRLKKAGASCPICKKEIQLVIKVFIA
Target sequence (Q00987 whole entry, looked up): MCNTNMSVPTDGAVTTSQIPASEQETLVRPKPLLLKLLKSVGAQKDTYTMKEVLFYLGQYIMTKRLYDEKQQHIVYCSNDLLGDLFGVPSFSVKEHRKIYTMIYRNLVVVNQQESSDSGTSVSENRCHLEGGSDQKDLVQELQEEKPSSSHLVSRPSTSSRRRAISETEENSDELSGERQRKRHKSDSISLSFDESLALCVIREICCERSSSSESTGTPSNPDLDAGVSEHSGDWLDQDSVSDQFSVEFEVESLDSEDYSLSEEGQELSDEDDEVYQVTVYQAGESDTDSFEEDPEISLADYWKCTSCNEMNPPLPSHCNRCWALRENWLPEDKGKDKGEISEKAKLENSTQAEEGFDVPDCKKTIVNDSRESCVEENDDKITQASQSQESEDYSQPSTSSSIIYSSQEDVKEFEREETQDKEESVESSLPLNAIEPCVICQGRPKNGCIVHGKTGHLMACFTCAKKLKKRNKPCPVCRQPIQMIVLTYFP
Jurkat NFkB inh – lowers PMA/ionomycin-induced NF-kB signal in Jurkat cells; PMA/ionomycin-induced NF-kB luciferase reporter, luminescence; inhibition, % at 4 µM; 330,000 compounds, 0.53% hits; AID 435003; in the data active means inhibition above about 50%
tim10-1 inh – tim10-1 yeast growth inhibition. inhibition, % at 20 µM. AID 463190. 330,000 compounds, 2.2% hits. S. cerevisiae tim10-1 ts strain growth, BacTiter-Glo, 24 h;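 active means inhibition of at least 40%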;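 further: mutant grown at 25 °C; 0% = DMSO wells with yeast and 100% = wells holding no yeast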
XBP1 UPR activ – activators of adaptive arm of unfolded protein response (XBP1) | CHO-XBP1 luciferase reporter, IRE1-XBP1 UPR activation, luminescence; percent of tunicamycin response, DMSO as zero | activation, % at 20 µM | 330,000 compounds, 0.33% hits | AID 463104;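 active means versus positive control, 20 µM dose yields 30% or more activation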;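 further: 100% = tunicamycin at 10 µg/mL and 0% = DMSO only wells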
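Material: CHO cell line with stable XBP1 luciferase reporter; buffer or medium: F12 medium containing 10% fetal bovine serum; compound: single point, 20 µM final compound, 1% DMSO; incubation: 6 h treatment, 37 °C; measured by: glow luminescence from Steady-Glo reagent; evaluation: activation, % of tunicamycin; control set: tunicamycin high, DMSO low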
TIM10 inh – TIM10 yeast growth inhibition; S. cerevisiae TIM10 strain growth, BacTiter-Glo luminescence, 24 h; AID 463195; inhibition, % at 10 µM; 330,000 compounds, 1.4% hits;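 active means inhibition of 40% or more at the single tested concentration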;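 further: wild-type TIM10 isogenic control strain grown at permissive 25 °C; 0% = DMSO yeast wells and 100% = minimal medium wells without yeast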
tim23-1 inh – inhibits growth of tim23-1 mutant yeast. S. cerevisiae tim23-1 growth, BacTiter-Glo luminescence, 24 h. inhibition, % at 20 µM. 330,000 compounds, 1.3% hits. AID 463212;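 active means growth inhibition of the mutant yeast at or above 50%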;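 further: temperature-sensitive mutant grown at 25 °C; plate controls were DMSO-treated mutant yeast for no effect and medium wells lacking yeast for full effect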
* hit, by the source's call.

cpd	smiles	697 NFkB inh	CHOP UPR activ	Mdm2 MdmX PPI	Jurkat NFkB inh
1	CC1Cc2ccccc2N1C(=O)COC(=O)c1c2c(nc3ccccc13)CCCCC2 (stereo not drawn)	4	4.8	49	-10
2	CC(C)c1ccc(NC(=O)[C@H](NC(=O)[C@@H]2Cc3ccccc3CN2)c2ccccc2)cc1	-1	3.4	21	-6
3	Cc1ccc(NC(=O)CCNC(=O)c2ccccc2Cl)cc1S(=O)(=O)N1CCCCCC1	-6	0.0	21	-6
4	Cc1ccc(S(=O)(=O)Cn2nnnc2C(C(C)C)N2CCC(C(N)=O)CC2)cc1 (stereo not drawn)	-16	-0.6	-12	-3
5	CCOCCCNC(=O)C(NC(=O)CNC(=O)c1ccccc1)c1ccc(OC)cc1 (stereo not drawn)	4	0.7	15	1
6	C=CCN(CC=C)CCOc1cc(C)ccc1[N+](=O)[O-]	-24	0.7	-5	-17
7	Cc1ccc(S(=O)(=O)/N=C(\c2ccc(Cl)cc2)N2CCOCC2)cc1	-1	-1.9	23	8
8	COCCCN(CCCN)Cc1ccco1	-16	2.3	-1	2
9	Cc1cc(O)ccc1N/C=C/c1onc(C)c1[N+](=O)[O-]	-153	6.7	17	-125
10	C/C(=N\NC(=O)COc1ccc(C(C)(C)C)cc1)c1cc2ccccc2o1	-9	5.0	-25	-44
11	O=c1c(C(c2ccccc2)c2c(O)nc3n(c2=O)CCCS3)c(O)nc2n1CCCS2	13	1.0	-13	3
12	CC(Sc1nc(=O)cc(N)n1CCc1ccccc1)C(=O)NCc1ccccc1 (stereo not drawn)	14	1.0	9	4
13	CSCC[C@H](NC(=O)Nc1ccc(S(N)(=O)=O)cc1)C(=O)O	6	-2.0	19	8
14	CCn1c(SCC(=O)NCCc2ccccc2)nnc1-c1ccco1	2	0.6	17	8
15	COc1ccc(/C(O)=C2\C(=O)C(=O)N(CCN(C)C)C2c2cccc(OC)c2OC)cc1Cl (stereo not drawn)	8	-0.2	-26	13

cpd	tim10-1 inh	XBP1 UPR activ	TIM10 inh	tim23-1 inh
1	41*	1	35	35
2	23	-5	1	15
3	2	-3	-4	12
4	-22	5	6	2
5	-17	-3	9	16
6	2	-4	-32	20
7	12	-2	-8	13
8	19	0	-12	-3
9	16	16	1	-12
10	14	4	14	7
11	19	0	-2	5
12	3	0	6	13
13	-12	0	-20	-3
14	-3	-2	-12	1
15	9	0	4	4

Other records
cpd	smiles	697 NFkB inh	CHOP UPR activ	Mdm2 MdmX PPI	Jurkat NFkB inh
16	CCn1c(CNc2ccc(Cl)cc2)nnc1SCCN1CCCCC1	-28	-0.9	-3	-20
17	O=C(N/C(=C\c1cccnc1)c1nc2ccccc2[nH]1)c1cccc(Br)c1	11	1.8	-31	2
18	CC(NC(=O)C(NC(=O)C1CCCN1C(=O)OC(C)(C)C)C(C)C)C(N)=O (stereo not drawn)	7	-1.6	-14	14
19	O=c1ccn(Cc2ccccc2)c2ccccc12	1	-2.8	27	30
20	Cc1cccc(NC(=O)CSc2nc(C)c(Cc3ccccc3)c(=O)[nH]2)c1C	5	0.0	21	-6
21	Cc1ccc(C(=O)OCC(=O)N2C(C)CCCC2C)cc1S(=O)(=O)N1CCOCC1 (stereo not drawn)	-28	-0.6	9	-14
22	C/C(=N\OCC(=O)Nn1c(C)nc2ccccc2c1=O)c1ccccc1	2	-0.2	18	8
23	CCCS(=O)(=O)N1CCCC(C(=O)NCCN2CCOCC2)C1 (stereo not drawn)	13	-1.7	11	1
24	CC1CCN(c2ccc(NC(=S)NC(=O)c3ccco3)cc2)CC1	-47	-0.1	-21	-37
25	NS(=O)(=O)c1ccc(NC(=O)COC(=O)C2CC2)cc1	20	2.6	24	-5
26	Cc1ccc(OCC(=O)N/N=C/C=C/c2ccco2)cc1C	0	0.8	20	-5
27	O=C(Nc1ccccc1)/C(=C\c1ccco1)NC(=O)c1ccco1	8	0.8	-3	-6
28	COc1ccc(Nc2nc(OC)nc(OC)n2)cc1	-50	0.7	-3	9
29	COc1ccc(CCN2CC(C(=O)O)CC2=O)cc1OC (stereo not drawn)	8	-0.4	35	-17
30	COC(=O)CCCC1=CC2=CC(=O)C(C)(OC(=O)CCc3ccccc3)C(=O)C2=CO1 (stereo not drawn)	-2	-0.7	5	19

cpd	tim10-1 inh	XBP1 UPR activ	TIM10 inh	tim23-1 inh
16	-5	-5	-15	9
17	14	0	12	12
18	14	-1	13	11
19	-14	-2	4	2
20	-33	-2	-16	0
21	22	-1	14	21
22	11	1	2	11
23	-21	-4	-11	-3
24	-32	2	-13	-9
25	-3	-2	-12	1
26	30	0	11	38
27	23	1	-3	17
28	14	0	-4	15
29	15	-2	-15	-85
30	33	-3	21	34

Next records follow:
cpd	smiles	697 NFkB inh	CHOP UPR activ	Mdm2 MdmX PPI	Jurkat NFkB inh
31	CCCCNC(=O)C1(O)c2cc(Br)ccc2NC(=O)N1c1cccc(OC)c1 (stereo not drawn)	2	-0.1	29	5
32	Cc1ccc(S(=O)(=O)N2[C@@H](c3ccccc3F)C(C(=O)O)=CC[C@H]2c2cccc(C)c2)cc1	9	1.8	19	10
33	CC1CCN(c2nc(N3CCCCC3)nc(N3CCCCC3)n2)CC1	-12	0.9	-29	-1
34	COc1ccc(S(=O)(=O)N2CCN(CCOc3ccccc3Cl)CC2)cc1OC	6	-0.5	3	2
35	CCn1c(=O)c2c3c(sc2n2c(SCc4ccc(F)cc4)nnc12)CCCC3	11	0.4	23	10
36	CCN(CC)CCN=C1CCCc2ccccc2N1	0	-1.3	14	0
37	COc1ccccc1CNC(=O)C1(c2ccc(Cl)cc2)CC1	-2	0.7	16	4
38	CCc1noc(C)c1C(=O)OCC(=O)NCCc1ccc(OC)cc1	12	-1.4	12	6
39	COc1ccc(C(=O)N2CCCCC2)cc1S(=O)(=O)Nc1cccc(C(=O)O)c1	-11	0.0	14	-10
40	N#Cc1ccc(/C=N/NC(=O)c2cc(-c3cccs3)nc3ccccc23)cc1	-93	2.2	43	50
41	CN(Cc1ccon1)C(=O)C1CCC(=O)N(CCc2ccc(Cl)cc2)C1 (stereo not drawn)	12	-1.1	-3	-3
42	O=C(NCc1ccco1)/C(=C\c1ccco1)NC(=O)c1ccccc1Cl	22	-1.7	-7	7
43	Oc1ccc(/C=N/Nc2nccnc2Cl)c(O)c1	-37	1.7	57*	48
44	CCc1nnc(NC(=O)CSc2nc3ccccc3o2)s1	16	-2.2	16	-1
45	CCCC(C)C(=O)OCC(=O)Nc1ccc(Br)cc1 (stereo not drawn)	5	0.3	-24	-2

cpd	tim10-1 inh	XBP1 UPR activ	TIM10 inh	tim23-1 inh
31	-1	-6	3	2
32	20	-1	11	14
33	-10	1	1	0
34	15	-1	97*	24
35	12	-1	-2	4
36	-82	-1	-199	-195
37	21	3	12	-7
38	-13	-2	-12	-10
39	11	-2	20	22
40	18	0	14	10
41	0	-2	-3	-1
42	18	2	18	11
43	61*	11	70*	47
44	13	-1	-8	-3
45	-14	4	-4	25

The closing two entries of the section above open the next one.
cpd	smiles	697 NFkB inh	CHOP UPR activ	Mdm2 MdmX PPI	Jurkat NFkB inh
44	CCc1nnc(NC(=O)CSc2nc3ccccc3o2)s1	16	-2.2	16	-1
45	CCCC(C)C(=O)OCC(=O)Nc1ccc(Br)cc1 (stereo not drawn)	5	0.3	-24	-2
46	CCN(CC)S(=O)(=O)c1ccc(N2CCCC2)c(NC(=O)C2=COCCO2)c1	-8	-2.2	11	14
47	COc1cc(Cl)cc(C2NC(=O)NC(C)=C2C(=O)NCc2ccccc2)c1O (stereo not drawn)	-15	-2.6	-8	0
48	CC(OC(=O)c1snc(C(=O)NC2CCCCC2)c1N)C(=O)NC1CCCCC1 (stereo not drawn)	-3	-1.2	13	-1
49	Nc1ccc(C(=O)NCc2ccccc2)cc1	-18	1.0	4	15
50	COc1ccc(N2CCN(CC(O)COC(C)(C)C)CC2)cc1 (stereo not drawn)	11	-1.9	-20	12
51	CC(=O)Nc1cccc(NC(=O)CSc2nc(=O)n(Cc3ccccn3)c3c2CCC3)c1	-2	1.4	22	-17
52	N#C/C(=C(/O)CN1CCOCC1)c1nc(-c2ccccc2)cs1	3	0.4	6	-8
53	CCN(CC)S(=O)(=O)c1ccc(C)c(NC(=O)COC(=O)CNC(=O)c2ccc(C(C)(C)C)cc2)c1	-8	3.0	18	0
54	CCNC(=O)COC(=O)CCC(=O)c1ccc(F)cc1	21	2.6	11	-1
55	O=C(/C=C/c1ccccc1)Nc1cccc(S(=O)(=O)Nc2ccccc2F)c1	-8	3.6	23	15
56	CSc1ccc(Cl)c(C(=O)NC2CCCC2)c1	6	1.0	15	9
57	COc1ccccc1N1CCN(C(=O)CN(C2CCCCC2)S(C)(=O)=O)CC1	16	0.2	6	-3
58	COc1ccccc1N1CCN(C(=O)c2ccc(Br)s2)CC1	-10	-0.8	26	1
59	CCCOC(=O)c1ccc(NC(=O)C2CCCO2)cc1 (stereo not drawn)	-51	2.7	-13	-42
60	CC(=O)Nc1ccc(SC(C)C(=O)NC2CCCC2)cc1 (stereo not drawn)	-15	3.5	16	8
61	CC(C)c1ccc(NC(=O)C2CCN(S(=O)(=O)c3ccc4c(c3)NC(=O)CO4)CC2)cc1	-10	0.1	15	7
62	Cc1noc(C)c1CSc1ccccc1C(=O)Nc1nccs1	10	-2.8	-25	3
63	CN(CC(=O)Nc1ccccc1Br)C(=O)c1sccc1-c1ccccc1	-8	-0.8	-20	0

cpd	tim10-1 inh	XBP1 UPR activ	TIM10 inh	tim23-1 inh
44	13	-1	-8	-3
45	-14	4	-4	25
46	7	-3	-3	-6
47	-7	-3	-2	2
48	0	2	4	-6
49	4	1	13	12
50	-8	-1	-6	-9
51	8	-1	97*	8
52	8	-3	-3	11
53	16	-2	15	0
54	-7	0	6	11
55	20	0	6	0
56	-1	-1	-6	-12
57	8	-2	-5	19
58	33	-1	28	44
59	17	0	13	1
60	4	-2	-8	0
61	-3	0	4	7
62	20	-3	14	1
63	27	3	16	42

Structures listed so far that have a furan ring, fused or not, in the order listed:
cpd	smiles	697 NFkB inh	CHOP UPR activ	Mdm2 MdmX PPI	Jurkat NFkB inh
8	COCCCN(CCCN)Cc1ccco1	-16	2.3	-1	2
10	C/C(=N\NC(=O)COc1ccc(C(C)(C)C)cc1)c1cc2ccccc2o1	-9	5.0	-25	-44
14	CCn1c(SCC(=O)NCCc2ccccc2)nnc1-c1ccco1	2	0.6	17	8
24	CC1CCN(c2ccc(NC(=S)NC(=O)c3ccco3)cc2)CC1	-47	-0.1	-21	-37
26	Cc1ccc(OCC(=O)N/N=C/C=C/c2ccco2)cc1C	0	0.8	20	-5
27	O=C(Nc1ccccc1)/C(=C\c1ccco1)NC(=O)c1ccco1	8	0.8	-3	-6
42	O=C(NCc1ccco1)/C(=C\c1ccco1)NC(=O)c1ccccc1Cl	22	-1.7	-7	7

cpd	tim10-1 inh	XBP1 UPR activ	TIM10 inh	tim23-1 inh
8	19	0	-12	-3
10	14	4	14	7
14	-3	-2	-12	1
24	-32	2	-13	-9
26	30	0	11	38
27	23	1	-3	17
42	18	2	18	11

Bioassay records as filed in PubChem.
